Kir21 inh = inhibitors of mouse Kir2.1 inward-rectifier potassium channel. AID 1672, 2009. HEK293-Kir2.1, FluxOR thallium flux fluorescence; active compounds read low. B-score at 10 µM. hit rate 0.85% among 310,000;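 active means fluorescence ratio B-score at or below minus 3 SD of library scores, with starting-brightness B-score within 2 SD, cut at about -4.2 in these data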;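 further: channel flux triggered by added potassium and thallium sulfate stimulus; B-score of peak minus minimum fluorescence over baseline after thallium stimulus; more negative B-score means stronger Kir2.1 block with less thallium influx; some compounds called inactive have numbers as strong as hits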
Target sequence (P35561 whole entry, looked up): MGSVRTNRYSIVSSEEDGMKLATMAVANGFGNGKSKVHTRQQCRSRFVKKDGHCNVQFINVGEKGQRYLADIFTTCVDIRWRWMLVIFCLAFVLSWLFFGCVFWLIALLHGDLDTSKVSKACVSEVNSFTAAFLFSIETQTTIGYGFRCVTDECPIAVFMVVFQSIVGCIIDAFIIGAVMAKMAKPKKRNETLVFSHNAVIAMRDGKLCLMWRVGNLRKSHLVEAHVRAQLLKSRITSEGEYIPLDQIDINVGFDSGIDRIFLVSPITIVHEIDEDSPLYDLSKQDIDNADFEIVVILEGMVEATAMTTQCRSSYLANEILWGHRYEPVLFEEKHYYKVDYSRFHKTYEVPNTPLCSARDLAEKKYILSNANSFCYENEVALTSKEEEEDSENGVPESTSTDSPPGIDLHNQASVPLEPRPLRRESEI
CHT inh = inhibitors of human choline transporter CHT; High affinity choline transporter 1 (Homo sapiens), Q9GZV3; CHT-expressing cells, membrane potential dye, choline response; active compounds read low; B-score at 10 µM; hit rate 0.86% among 310,000; AID 488975, 2010;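 active means B-score over 3 SD under the library average, and starting fluorescence ratio not unusually high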;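 further: choline stimulus applied at its EC90 after an EC20 pre-addition; B-score computed on integrated fluorescence ratio after choline addition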
Target sequence (Q9GZV3 whole entry, looked up): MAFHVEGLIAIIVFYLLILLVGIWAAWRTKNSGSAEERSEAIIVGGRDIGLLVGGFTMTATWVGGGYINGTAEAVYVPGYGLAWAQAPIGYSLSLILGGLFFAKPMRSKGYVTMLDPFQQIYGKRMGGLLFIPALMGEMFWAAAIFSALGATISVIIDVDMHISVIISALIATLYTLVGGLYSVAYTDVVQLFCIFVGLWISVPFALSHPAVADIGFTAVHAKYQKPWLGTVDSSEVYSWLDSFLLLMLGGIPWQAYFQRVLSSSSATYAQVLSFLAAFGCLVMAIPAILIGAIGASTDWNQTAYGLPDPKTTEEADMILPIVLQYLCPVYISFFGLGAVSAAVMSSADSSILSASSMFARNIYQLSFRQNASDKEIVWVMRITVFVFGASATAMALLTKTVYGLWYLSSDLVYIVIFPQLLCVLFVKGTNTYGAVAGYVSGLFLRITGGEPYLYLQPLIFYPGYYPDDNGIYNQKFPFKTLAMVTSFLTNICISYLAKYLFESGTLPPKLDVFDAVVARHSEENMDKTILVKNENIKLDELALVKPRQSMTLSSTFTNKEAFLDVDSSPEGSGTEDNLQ
* = called active by the depositor; i = inactive; . = not tested or not shown. Outcome played no part in choosing rows. Share with any hit: about 1.6%.

SMILES	Kir21 inh	CHT inh
CN(C)C1C(=O)c2ccccc2C1=O	-0.03	i
COC(=O)CCCCCNc1ccc(C(=O)OC)cc1N	-0.08	i
C=CCn1c(SCc2csc(C)n2)nc2sc3c(c2c1=O)CCCCC3	0.48	i
CCCCCN(C(=O)CCC(=O)OCCOc1cccc(Cl)c1)c1c(N)n(CCCC)c(=O)[nH]c1=O	0.91	i
CCS(=O)(=O)N1CCC(C(=O)NCc2ccccn2)CC1	-0.19	i
O=C1CCCN1CCC12CC3CC(CC(C3)C1)C2	-0.75	i
COc1ccc(C(=O)NCC(c2ccco2)N2CCc3ccccc32)c(OC)c1 (stereo not given)	-0.06	i
COc1ccc(S(=O)(=O)Nc2cc(C)c(O)c(S(=O)(=O)c3ccccc3)c2)cc1	1.52	i
CC(=O)Nc1ccc(C(=O)Nc2cccc(-c3cnc4ccccc4n3)c2)cc1	-1.54	.
CS(=O)(=O)Nc1nnc(Cc2ccccc2)s1	0.03	i
CCCOc1ccc(CC(=O)NCc2ccco2)cc1OC	-1.9	i
C/C(CC(=O)NCc1ccc(Cl)cc1)=N\NC(=O)COc1ccc(C)cc1Br	-0.48	i
CC(C)N(C(=O)NC(=O)NCC1CCCO1)S(C)(=O)=O (stereo not given)	0.51	i
Cc1ccc(C(C)C)c(OCCn2c(=O)oc3ccccc32)c1	-1.8	i
CCCCn1c(N)c(N(CC(C)C)C(=O)C2CCN(C(=O)c3ccc(Cl)cc3)CC2)c(=O)[nH]c1=O	2.1	i

Arranged by value in Kir21 inh (descending): 7 from the list above.
SMILES	Kir21 inh	CHT inh
CC(C)N(C(=O)NC(=O)NCC1CCCO1)S(C)(=O)=O (stereo not given)	0.51	i
CS(=O)(=O)Nc1nnc(Cc2ccccc2)s1	0.03	i
CN(C)C1C(=O)c2ccccc2C1=O	-0.03	i
C/C(CC(=O)NCc1ccc(Cl)cc1)=N\NC(=O)COc1ccc(C)cc1Br	-0.48	i
CC(=O)Nc1ccc(C(=O)Nc2cccc(-c3cnc4ccccc4n3)c2)cc1	-1.54	.
Cc1ccc(C(C)C)c(OCCn2c(=O)oc3ccccc32)c1	-1.8	i
CCCOc1ccc(CC(=O)NCc2ccco2)cc1OC	-1.9	i

The results go on:
SMILES	Kir21 inh	CHT inh
Cc1nc(=O)c(-c2ccccc2)c(C)n1-c1ccccc1C(=O)O	1.15	i
CC(C)c1ccc2c(c1)C1(NN=C(c3ccccc3)S1)C(=O)N2 (stereo not given)	0.95	-6.56*
CCN(CC(=O)NCCc1ccccc1)S(=O)(=O)c1ccccc1	0.15	i
Cc1[nH]c(-c2ccc(F)cc2)cc1C(=O)N1CCN(c2ccccc2)CC1	-0.69	i
COCC(C)n1c(C)cc(C(=O)COC(=O)CCc2nc3ccccc3c(=O)[nH]2)c1C (stereo not given)	0.66	i
O=C(NCC(c1ccco1)N1CCN(c2ccccc2F)CC1)OCc1ccccc1 (stereo not given)	0.27	i
CC(C)Oc1ccc(C(=O)Nc2ccccc2N2CCOCC2)cc1	-0.35	i
N#Cc1ncc(C(F)(F)F)cc1Oc1cccnc1	0.23	i
O=C(c1ccc(Cl)c(NC2=NC3CS(=O)(=O)CC3S2)c1)N1CCN(c2ccc(F)cc2)CC1 (stereo not given)	-0.52	i
N/C(=N\OC(=O)c1ccoc1)c1ccc(Br)cc1	-1.27	i
COCCn1cc(C(=S)N2CCCCC2)c2ccccc21	-0.24	i
O=C(CN1CCN(c2cccc(Cl)c2)CC1)N1CCCC1	0.96	i
COc1cc(C(=O)N(C)c2nnc(-c3cccnc3)s2)cc(OC)c1OC	0.01	.
Cc1ccc(S(=O)(=O)N(C(=O)c2ccncc2)c2ccc3oc4c(c3c2)CCCC4)cc1[N+](=O)[O-]	-0.57	i
CCCN1CCN(CCCNC(=S)Nc2ccc(OC)cc2)CC1	1.93	i

Random excerpt: two records from the list, in no set order.
SMILES	Kir21 inh	CHT inh
N#Cc1ncc(C(F)(F)F)cc1Oc1cccnc1	0.23	i
COCCn1cc(C(=S)N2CCCCC2)c2ccccc21	-0.24	i

(cont.)
SMILES	Kir21 inh	CHT inh
COc1cc(C2NC(=O)NC(C)=C2C(=O)OCC2CCCCC2)cc(Cl)c1O (stereo not given)	-1.24	i
CC12CCC(=O)N1C(C(=O)Nc1ccc(SC(F)F)cc1)CS2 (stereo not given)	-1.65	i
CC1(C)CC(=O)c2cnc(NC(=O)c3ccco3)nc2C1	0.35	i
COc1ccccc1N1C(=O)CCC1(C#N)c1ccc(Br)cc1 (stereo not given)	0.85	i
CCc1ccc(NC(=O)COc2cccc(-n3cnnn3)c2)cc1	-0.46	i
CCC(=O)N1CCN(c2ccc(NC(=O)COc3ccccc3[N+](=O)[O-])cc2)CC1	0.5	i
COc1ccc(/C=C(\C#N)C(=O)OCC(=O)N2CC(C)OC(C)C2)cc1 (stereo not given)	0.26	i
Cc1occc1C(=O)N1CCN(c2ccc(Cl)cc2)CC1	0.02	i
O=C(C1CCCC1)N1CCN(S(=O)(=O)c2ccc(Cl)cc2)CC1	0.28	i
Cc1ccc(-c2csc(N(CC3CCCO3)C(=O)c3ccco3)n2)cc1 (stereo not given)	0.91	i
NS(=O)(=O)c1ccc(SCc2ccccc2)nc1	0.21	i
COCCNc1c2c(nc3c(-c4ccccc4)c(C)nn13)CCC2	-0.72	i
CC(=O)Nc1ccc(/C=N/NC(=O)CNC(=O)c2ccccc2)cc1	-0.48	i
O=C(O)CC1NC(=S)N(c2ccccc2)C1=O (stereo not given)	0.05	i
CCOc1ccc(NC(=O)CC2C(=O)N(c3ccccc3)C(=O)N2CCOC)cc1 (stereo not given)	2.14	i

In another format: entries from further up
SMILES: Cc1occc1C(=O)N1CCN(c2ccc(Cl)cc2)CC1
  Kir21 inh = 0.02 | CHT inh = i
SMILES: O=C(C1CCCC1)N1CCN(S(=O)(=O)c2ccc(Cl)cc2)CC1
  Kir21 inh = 0.28 | CHT inh = i
SMILES: Cc1ccc(-c2csc(N(CC3CCCO3)C(=O)c3ccco3)n2)cc1 (stereo not given)
  Kir21 inh = 0.91 | CHT inh = i
SMILES: NS(=O)(=O)c1ccc(SCc2ccccc2)nc1
  Kir21 inh = 0.21 | CHT inh = i

Remaining list, next part
SMILES	Kir21 inh	CHT inh
CCc1c(C)nc(N2CCN(c3ccc(OC)cc3)CC2)[nH]c1=O	-1.26	i
CC1CCCC(C)N1c1nnc(N)s1 (stereo not given)	1.69	i
CC(C)CCOc1ccc(C2=NNC(=O)CC2)cc1	0.18	i
Cc1ccc(NC(=O)CCNS(=O)(=O)c2ccc3[nH]c(=O)oc3c2)c(C)c1	0.67	i
Cc1noc(C)c1COc1cccc(C(=O)OCC(=O)NC(=O)c2ccc(OC(F)F)cc2)c1	-0.97	i
O=C(CSc1ccc(Br)cc1)N1CCN(S(=O)(=O)c2ccccc2)CC1	-1.01	i
COc1ccccc1C(=O)NNC(=O)c1ccncc1	-2.4	i
COc1ccccc1NS(=O)(=O)c1cc(N/C(=N\S(=O)(=O)c2ccccc2)c2ccc(F)cc2)ccc1Cl	0.41	i
FC(F)c1nc2ccccc2[nH]1	0.45	i
O=[N+]([O-])c1ccccc1COc1ccc(Cl)c2cccnc12	-1.66	i
N#Cc1c(N)c(C(=O)c2ccc(Br)cc2)n2c1CCC2	-1.19	i
CN(CC(=O)Nc1ccccc1Br)C(=O)c1cc(S(=O)(=O)N(C)C)ccc1N1CCCC1	1.16	i
OC(CNCCNc1ncccc1C(F)(F)F)COc1ccc(F)cc1 (stereo not given)	-0.4	i
CC(C)C[C@H](N)c1nnc(S(=O)(=O)Cc2cccc(F)c2)o1	-7.93*	i
O=C(c1ccc(CS(=O)(=O)c2ccc(Br)cc2)o1)N1CCN(c2ccc(F)cc2)CC1	1.6	i
O=C(c1cc(=O)[nH]c2ccccc12)N1CCc2ccccc2C1	-0.5	i
Cc1ccc(S(=O)(=O)CCC(=O)OCC(=O)NC(N)=O)cc1	0.58	i
COC(=O)c1ccc(NS(=O)(=O)c2cc3c4c(c2)CCN4C(=O)CC3)cc1	-0.1	i
COc1ccccc1-c1nc2ccccc2nc1-c1ccccc1OC	-0.08	i
Cc1cc(C)n(-c2ccc(Cl)c(Cl)c2)n1	-0.38	i
CCN1C(=O)[C@H]2[C@@H](c3ccc(-c4ccc(Cl)c(Cl)c4)cc3)N[C@@](Cc3ccccc3)(C(=O)OC)[C@H]2C1=O	-0.49	i
CN(C)c1ccc(CN(C(=O)c2cc3ccccc3oc2=O)C2CCS(=O)(=O)C2)cc1 (stereo not given)	-2.08	i
Cc1nn(Cc2ccc([N+](=O)[O-])cc2)c(=O)n1-c1cccc(Cl)c1	0.16	i
Clc1c(-c2nnc3n2CCCCC3)sc2ccccc12	0.95	-5.27*
Cn1c(NC(=O)C[n+]2cc(-c3ccc(Cl)c(Cl)c3)n3c2CCC3)cc(=O)n(C)c1=O	1.41	i
CC(=O)c1ccc(S(=O)(=O)N2CCNCC2)cc1	-0.75	i
CS(=O)(=O)N1CCc2cc(C(=O)Nc3ccccc3Br)ccc21	1.15	i
CC(=O)c1ccc(S(=O)(=O)N(Cc2cc3cc4c(cc3[nH]c2=O)OCCO4)CC2CCCO2)cc1 (stereo not given)	-0.89	i
CCc1nn(CC(=O)NCCC(C)C)c(=O)c2cc3c(OC)cccc3n12	-3.46	i
O=c1[nH]cnc2sc3c(c12)CCN(Cc1ccccc1)C3	-2.8	i
COC(CNC(=O)c1ccc(CS(=O)(=O)c2ccc(C)cc2)o1)OC	0.01	i
COC(=O)C1=C(CSc2nncn2C)NC(=O)NC1c1cc(C)ccc1C (stereo not given)	0.09	i
Nc1ccccc1NC(=O)c1ccccc1N	-0.28	i
Nc1cc2c(cc1C(=O)c1ccc(Cl)cc1)OCCO2	-0.45	i
Cc1ccc(CN2C(=O)N/C(=C/c3ccc(-c4ccc(C(=O)O)cc4)o3)C2=O)cc1	-0.46	i
Cn1c(SCC(=O)NCCc2ccccc2)nnc1-c1ccco1	-0.03	i
CN1CCN(CCCn2cnc3c(=O)oc4ccccc4c32)CC1	-0.51	i
CCCCOc1ccc(CSC(CC(=O)O)C(=O)O)cc1 (stereo not given)	0.4	i
O=C(CSc1nnc2scc(-c3ccc(Cl)cc3)n12)NCc1ccc2c(c1)OCO2	-0.46	i
S=C(Nc1ccc(Cl)cc1)N1CCCC1	0.08	i
O=C(COc1ncnc2sccc12)Nc1cccc(S(=O)(=O)N2CCCC2)c1	1.94	i
NC(=S)Nc1ccc(Oc2ccc(NC(N)=S)cc2)cc1	-0.76	i
O=C(Nc1ccc(/C=C/c2nc3ccccc3o2)cc1)c1ccc(F)cc1	-1.36	i
CCOC(=O)c1c(-c2ccc(OC)cc2)csc1NC(=O)CCN1CCOCC1	0.56	i
O=c1ccc(-c2ccc(S(=O)(=O)NCC3CCN(Cc4cccc(F)c4)CC3)s2)n[nH]1	-2.35	i
CC(=O)CCn1c(=O)n(CCC(C)=O)c(=O)n(CCC(C)=O)c1=O	.	i
Cn1c(=O)[nH]c(=O)c2c1nc(NCc1ccccc1)n2CCCc1ccccc1	0.03	i
Cc1cc(NC(=O)CSc2nc3c(c(=O)n2C)SCC3)no1	-0.04	i
Cc1cccc(Nc2ncnc3onc(-c4cccc(Cl)c4)c23)c1C	-2	i
Cc1ccc(C(=O)N2CCN(c3ncccn3)CC2)c(C)c1	0.96	i
CC1CCCCN1CCCNC(=O)c1ccc2c(=O)n(CCc3ccccc3)c(=O)[nH]c2c1 (stereo not given)	0.07	i
Cc1cccc(N=C2NC(=O)/C(=C/c3cccn3C)S2)c1C	0.03	i
CCOc1cc(Cl)c(S(=O)(=O)NCCCn2ccnc2)cc1Cl	-1.31	i
COc1ccc(CCN2CCCC(CN(C)C(=O)c3cc(C)oc3C)C2)cc1 (stereo not given)	-0.02	i
CC(C1CC2CCC1C2)n1c(-c2cccs2)n[nH]c1=S (stereo not given)	-0.02	i
COC(=O)c1[nH]c2c(c1C)C(=O)CC(c1cc(OC)ccc1OC)C2 (stereo not given)	0.02	i
COCc1nnc(NC(=O)CCSc2ccccc2)s1	2.31	i
Cc1ccc(C(=O)NNC(=O)C(C)Oc2ccccc2F)cc1S(=O)(=O)N1CCOCC1 (stereo not given)	2.45	i
O=C(c1cccc([N+](=O)[O-])c1)N1CCN(c2cccc(Cl)c2)CC1	0.74	i
CC(=O)Nc1ccc(S(=O)(=O)n2cnc(C)c2)cc1	-1.49	i

Additional records:
SMILES	Kir21 inh	CHT inh
COc1cccc(CNC(=O)C2CCN(S(=O)(=O)c3cccs3)CC2)c1	1.73	i
NC(=O)COc1ccc(NC(=O)OCc2ccccc2)cc1	-0.61	i
O=C(COC(=O)c1ccc(Br)c(S(=O)(=O)N2CCOCC2)c1)NCC1CCCO1 (stereo not given)	0.89	i
CCCS(=O)(=O)N1CCCC(C(=O)NCCCN(CC)c2cccc(C)c2)C1 (stereo not given)	-0.75	i
COc1ccc(C(C)=O)c(OC(=O)c2ccco2)c1	1.38	i
COc1ccc(/C=C2/C(=O)N(c3ccccc3)N=C2C)cc1	2.43	i
CC(C)C(=O)Nc1cccc(NC(=O)c2cccc(Br)c2)c1	-1.32	i
CCOC(=O)c1cc2c(=O)n3cccc(C)c3nc2n(CC2CCCO2)c1=NC(C)=O (stereo not given)	1.48	i
Cc1nc2ccc(NC(=S)NC3CC3)cc2nc1C	0.01	i
CCc1ccccc1NC(=O)Cn1nc(C)n2cccc2c1=O	2.78	i
C=CCNC(=O)COC(=O)COc1ccc(Cl)cc1	2.44	i
O=C(COc1ccc(C(=O)c2ccccc2)cc1)NC1CCCCC1	1.54	i
Cc1c(NC(=O)Nc2ccccc2Cl)sc(=S)n1C	2	i
COCCn1c(C)cc(C2=NNC(=Nc3ccc(F)cc3)SC2)c1C	0.27	i
COc1ccc(C(=O)OCC(=O)N2CCCC2=O)c(OC)c1	0.12	i

Assay outcomes from PubChem BioAssay.
